NPYLR7 agonist: mosquito NPYLR7 agonism. HEK293T NPYLR7/Galpha15, GCaMP6s calcium fluorescence. activation, % at 10 µM. actives 0.15% (n = 270,000). AID 1259423; in the data active = activation above about 40%;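 also: 0% = vehicle and 100% = reference agonist at the receptor; some compounds past the cut are filed as inactive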
mcGAS lum: inhibitors of mouse cGAS | recombinant cGAS, Kinase-Glo ATP depletion luminescence | inhibition, % at 12.5 µM | actives 0.15% (n = 160,000);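 also: 0% = negative control wells and 100% = reference inhibitor with no enzyme activity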
hcGAS inh: human cGAS inhibition. AID 1259398. Q8N884. actives 0.081% (n = 290,000). recombinant h-cGAS, ATP depletion, Kinase-Glo luminescence. inhibition, % at 12.5 µM;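 also: 0% = vehicle reaction and 100% = reaction without DNA for no activity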
Target sequence (Q8N884 whole entry, looked up): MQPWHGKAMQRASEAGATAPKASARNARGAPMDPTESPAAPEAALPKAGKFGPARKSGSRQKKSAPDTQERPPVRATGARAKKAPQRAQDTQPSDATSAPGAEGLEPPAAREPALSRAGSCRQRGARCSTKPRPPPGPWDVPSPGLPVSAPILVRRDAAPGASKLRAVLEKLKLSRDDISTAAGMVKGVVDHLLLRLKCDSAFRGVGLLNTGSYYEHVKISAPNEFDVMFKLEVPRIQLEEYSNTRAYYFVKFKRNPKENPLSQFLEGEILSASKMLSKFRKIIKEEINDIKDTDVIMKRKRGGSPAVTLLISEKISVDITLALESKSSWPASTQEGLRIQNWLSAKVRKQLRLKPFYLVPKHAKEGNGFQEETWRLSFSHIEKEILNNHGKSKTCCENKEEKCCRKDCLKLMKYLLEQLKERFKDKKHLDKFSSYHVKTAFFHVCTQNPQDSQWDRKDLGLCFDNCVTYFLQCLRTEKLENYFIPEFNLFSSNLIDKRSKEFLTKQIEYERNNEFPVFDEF
Starred values were filed as active, the others as inactive; . = not tested or not shown; & = joins results of further samples. Rule as the data show it, unless noted: active = inhibition above about 40%; inactive = the rest.

SMILES	NPYLR7 agonist	mcGAS lum	hcGAS inh
COc1ncccc1-c1ccc(C(=O)C(C)C)s1	5	.	-7
CCCn1nnnc1NCc1ccc(-c2ccccc2)o1	1	.	-7
CC(C)(C)C(=O)Cn1cnc2sc3c(c2c1=O)CCCC3	4	.	-10
Cc1c(C(=O)NCc2ccc(Cl)c(Cl)c2)sc(=O)n1Cc1ccc(S(C)(=O)=O)cc1	5	.	-7
CCC(C(=O)Nn1cnc2c(cnn2-c2ccc(C)c(C)c2)c1=O)c1ccccc1 (centres undefined)	2	.	-11
Cc1ccc(NC(=O)C(C)NCc2ccccc2-n2cccn2)cc1 (centres undefined)	3	-2	-3
C=CCC/C=C/C#CCCCCCCCC[C@H]1C(=O)O[C@H](C)[C@@H]1O	-4	-5	-3
CC(=O)O[C@@H](C)C(=O)N1CCN(c2ccc(NC(=O)c3ccccc3F)cn2)CC1	-2	-7	-4
COc1ccccc1NC(=O)N(CC(=O)N(Cc1ccc2c(c1)OCO2)Cc1cccs1)CC(C)C	16	-5	-11
Cc1ccc(N(CC(=O)N/N=C\c2cccs2)S(C)(=O)=O)cc1Cl	6	.	-4
CCOCCCNc1nc(Nc2cccc(C)c2)c2cnn(-c3ccccc3)c2n1	1	-7	-5
O=C(c1cccc2c1OCC2)N1CCc2[nH]nc(-c3ccc4c(c3)OCO4)c2C1	-1	.	4
O=C(Nc1ccccc1C(F)(F)F)c1nn2c(C(F)(F)F)cc(-c3cccs3)nc2c1Cl	-11	-5	-1
Nc1ncnc2c1ccn2[C@H]1CN(Cc2ccc3c(c2)OCO3)C[C@@H](COC(=O)c2ccccc2)O1	6	-8	-4
CCCCCCNC(=O)CC(c1cccc(F)c1)c1cn(C)c2ccccc12 (centres undefined)	.	1	-3
CCN(CC(=O)Nc1c(F)cccc1F)Cc1cccc(C(=O)OC)c1	9	-15	-9
CCNc1nnc(SCC(=O)NCCSCc2ccccc2F)s1	1	.	-6
CCn1ncnc1CN1CCOc2c(O)cc(-c3ccc(C)s3)cc2C1	12	.	-5
CC(=O)c1ccc(NC(=O)Cn2cnc3c(nnn3Cc3ccccc3)c2=O)cc1	0	.	-2
COc1ccc(OCC(O)CN(Cc2nc3scc(-c4ccccc4F)c3c(=O)[nH]2)C(C)C)cc1 (centres undefined)	-3	-6	-4
O=C(CC1CCc2nnc(C3CCOCC3)n2CC1)NCCN1CCCC1 (centres undefined)	.	-5	-9
CC(C)CN(Cc1ccccc1OS(=O)(=O)c1ccc(F)cc1)C(=O)c1ccccc1F	-7	-12	-7
CN(C)CCNc1cc(-c2ccccc2)nc2c(-c3ccccc3)cnn12	4	-8	-9
CCOC(=O)N1CCN(c2c(NCCCOC)c(=O)c2=O)CC1	7	-5	-8
CC(=O)N(CN1C(=O)c2ccc([N+](=O)[O-])cc2C1=O)c1ccc(Oc2ccccc2)cc1	3	.	-4
More entries follow:
SMILES	NPYLR7 agonist	mcGAS lum	hcGAS inh
O=c1c2ccccc2nc2ccc(N3CCC4CCCCC4C3)nn12 (centres undefined)	10	-3	-4
COCCNC(=S)N(CCC#N)CCN(CCC#N)C(=S)NCCOC	-2	.	-3
CC1(C(=O)NS(=O)(=O)c2cccc(Cl)c2)CCN1C(=O)Cc1cccs1 (centres undefined)	8	.	-5
COC(=O)C(c1ccccc1F)C1C=CC(NC(=O)c2sccc2Br)C1 (centres undefined)	21	-4	-6
COc1ccc(C(=O)N(CCN(C)C)Cc2c(-c3ccccc3)noc2N2CCCC2)cc1	10	-6	-4
Cc1nn(C)c(N2CCOCC2)c1CN1CCCC(Cn2ccnc2)C1 (centres undefined)	-2	.	3
CC(C)CCc1nc(N2CCN(C(=O)c3ccco3)CC2)c2cnn(-c3cccc(Cl)c3)c2n1	27	-1	-4
Cc1cc(NC(=O)CN2CCCC(Nc3ccc(C(C)C)cc3)C2)no1 (centres undefined)	8	.	1
O=S(=O)(c1ccc(Cl)s1)N1CCN(CCc2ccccc2)CC1	3	.	2
CCc1cccc(NC(=O)N2CCSC2c2cccc(Oc3ccccc3)c2)c1 (centres undefined)	27	-4	-10
CC1CC(OC(=O)CC2Sc3ccccc3NC2=O)C(=O)O1 (centres undefined)	3	-3	-2
CC(C)(C)c1ccn(C2(C(=O)O)CCN(S(=O)(=O)C3CC3)CC2)n1	.	-6	-6
O=[n+]1cc(-c2cc3ccccc3o2)n([O-])c2c1CCCC2	-3	.	2
CC1CCN(C(=O)C2CCN(C(=O)c3ccsc3)CC2)c2ccccc21 (centres undefined)	7	.	5
CCCOc1ccc2c(c1)OCC(C(=O)Nc1cnn(C)c1)=C2	8	-7	-6
Cc1ccc(CN(CCc2ccccc2)C(=O)CN(Cc2c(F)cccc2F)C2CC2)o1	.	0	0
CNc1cc(-c2cccc(OC)c2F)nc2ccnn12	-1	.	-9
O=C(NCC1(c2ccccc2)CCC1)c1n[nH]c(=O)c2ccccc12	11	-6	-4
COc1ccccc1OC1CCN(C(=O)CCC2CCCCN2C)CC1 (centres undefined)	11	-12	-8
CCc1cc2c3c(c1)C1(C(=O)N3C(C)(C)C=C2C)c2c([nH]c(=O)[nH]c2=O)OC(=N)C1C#N (centres undefined)	0	.	2
COc1ccccc1-c1nc2cc(C)ccn2c1NC(=O)c1ccc(C(C)(C)C)cc1	-13	-8	-8
Cc1ncsc1CCN(C)C(=O)c1cn(Cc2ccc(Cl)cc2)nn1	-8	.	-3
Cc1ccccc1-c1ccc(-n2cncc2C(=O)NCCC2=CCCCC2)cc1	-2	1	6
O=C(CCN1CCN(CCO)CC1)Nc1ccc(C2CCCC2)cc1	-7	.	-6
COC(=O)c1ccc(CN2CCN(c3cc(OC)cc(OC)c3)C(=O)C2C)cc1 (centres undefined)	4	.	-6

A different layout for five compounds above:
Fields – NPYLR7 agonist	mcGAS lum	hcGAS inh
Cc1cc(NC(=O)CN2CCCC(Nc3ccc(C(C)C)cc3)C2)no1 (centres undefined)
 : 8	.	1
O=S(=O)(c1ccc(Cl)s1)N1CCN(CCc2ccccc2)CC1
 : 3	.	2
CCc1cccc(NC(=O)N2CCSC2c2cccc(Oc3ccccc3)c2)c1 (centres undefined)
 : 27	-4	-10
CC1CC(OC(=O)CC2Sc3ccccc3NC2=O)C(=O)O1 (centres undefined)
 : 3	-3	-2
CC(C)(C)c1ccn(C2(C(=O)O)CCN(S(=O)(=O)C3CC3)CC2)n1
 : .	-6	-6

More compounds follow:
SMILES	NPYLR7 agonist	mcGAS lum	hcGAS inh
COc1ccc(C(=O)NCCc2nnc3ccc(SCC(=O)Nc4ccccc4)nn23)cc1	-5	-6	-5
O=C(NCCN1CCOCC1)[C@@]1(OCc2cccc(Cl)c2)CC(OCc2cccc(OC(F)(F)F)c2)[C@H](O)[C@H](O)C1 (some centres undefined)	5	-5	-1
CN(NC(=O)CCC(=O)N1CCN(c2ccccn2)CC1)c1ccccc1	1	-4	-5
CN(C)CCN1CCN(c2nc(-c3cccc(C(=O)NCCO)c3)cnc2N)CC1	-1	-3	-1
CCc1ccc2ncc(S(=O)(=O)c3ccc(C)cc3)c(N3CCC4(CC3)OCCO4)c2c1	-10	-9	-6
Cc1cc2nc(-c3ccco3)cc(C(F)(F)F)n2n1	7	.	4
O=C(NC(Cc1ccccc1)C(=O)Nc1nnc(-c2cccc(Cl)c2)s1)c1cccc(C(F)(F)F)c1 (centres undefined)	20	-7	-9
CN1CCCN(c2ncccc2CNC(=O)c2cnn3ccccc23)CC1	2	-14	-1
Cc1cccc(C)c1N1C(=O)CN(C(C)C)C1=S	-6	-16	-8
COCC1(C(=O)N(C)Cc2snnc2C)CCC1	6	-15	-5
COc1cc(C(=O)NC2CC3CCC(C2)N3Cc2ccc3c(c2)OCO3)cc(Cl)n1 (centres undefined)	1	-1	1
CCOc1ccnc(N2CCCC(OCc3cccnc3)C2)n1 (centres undefined)	-3	-11	-3
CN(C)c1ccc(NC(=O)C2(S(=O)(=O)c3ccccc3)CCCC2)cn1	1	.	-8
CC(C)Cc1ncc2c(n1)CN(C(=O)c1ccn3nnnc3c1)C2	-6	-14	-9
CC(C)C(=O)NCCn1cc(C(C)c2ccccc2)nn1 (centres undefined)	1	.	-4
Cc1ccc(COc2ccc(/C=N\n3c(=O)c(C(C)(C)C)nn4cnnc34)cc2)c(C)c1	3	.	-7
O=C(CN(Cc1ccccc1)c1nc(Cc2ccc(Cl)cc2)ns1)NCc1cccc(C(F)(F)F)c1	-5	1	3
CN(C(=O)C1CCCN(S(=O)(=O)c2ccc(F)cc2)C1)C1CCS(=O)(=O)C1 (centres undefined)	-4	.	-1
O=C(NC12CC3CC(CC(C3)C1)C2)C1CCC1	4	.	-4
CCCCNCC(=O)N(CCc1ccccc1)Cc1ccc(C)o1	1	.	-3
CCc1ccccc1N(C(C)=O)c1nc(COC(=O)Cc2c[nH]c3ccccc23)cs1	5	-7	-2
COCCNC(=O)C(NC(=O)C1CCCC1)C1CCN(C(=O)c2cccs2)CC1 (centres undefined)	-6	-5	-5
CS(=O)(=O)c1ccc(NS(=O)(=O)c2cc(Cl)ccc2Cl)cc1	0	-9	-5
CC(C)(C)N=C1NN=C(c2ccc3ccccc3c2)CS1	6	-6	-12
CC(NC(=O)N1CCCC2CCCC21)c1nnnn1-c1ccccc1 (centres undefined)	-26	.	0
New compounds follow:
SMILES	NPYLR7 agonist	mcGAS lum	hcGAS inh
CSc1cccc(CN2CCC3(CCCN(CC4CC4)C3)C2)c1 (centres undefined)	1	.	-10
Cc1c(Br)c([N+](=O)[O-])nn1CC(=O)NC(C)C	-1	-5	-9
CC(=O)N1CCc2cc(C(=O)N3C(C(=O)O)CC4CCCCC43)ccc21 (centres undefined)	-2	.	0
Cc1nc2ccc(C(=O)NCCCN3CCCC3=O)cn2c1N(C)CC1CCCCC1	-2	-2	-3
Cc1cc(C)n(CCCN(C)C(=O)c2cccc(-c3ccc(O)cc3)c2)n1	.	-1	-2
COc1ccc(-c2nc(N(CCCN3CCOCC3)CCC(=O)Nc3ccccc3F)c3ccccc3n2)cc1	24	-3	-7
COCC1CCN(Cc2cn(-c3ccc(C)cc3)nc2-c2cccc(C)c2)C1 (centres undefined)	5	-11	-7
CC1(C)OCC(C2OC(Nc3ccc(C(=O)NCCC(=O)N4CCC5(CC4)OCCCO5)cc3)[C@H]3OC(C)(C)O[C@@H]23)O1 (some centres undefined)	-7	-4	-3
CN(Cc1ccccc1N1CCCC1)C(=O)c1cccc(NC(=O)NC2CC2)c1	1	.	-6
CCN(CCC#N)C(=O)Nc1ccc(SC(C)(C)C)cc1C	6	-13	-9
Nc1ncnc(NC(CO)CCO)c1[N+](=O)[O-] (centres undefined)	4	.	0
O=C(CSc1n[nH]c(-c2cccs2)n1)N1CCN(C(=O)c2cccs2)CC1	-7	.	4
O=C(c1cscn1)N1CCc2c([nH]c3ccccc23)C1c1ccccc1F (centres undefined)	4&-2	-3	-13&0
CC1CN(CCC2CCN(C(C)CC#N)CC2)CC(C)O1 (centres undefined)	8	.	-3
Cc1cccc(S(=O)(=O)N2CCN(C(=O)c3ccc(Cl)s3)CC2)c1	-6	.	-6
CN(Cc1ccncc1)Cc1cnn(-c2ccc(F)cc2)c1	7	.	-4
Cc1ccc(S(=O)(=O)NC(=O)Nc2nc(CN3CCCC3)cs2)cc1	6	.	-7
O=C(NCCCN1CCOCC1)Nc1ccccc1	-6	-6	-7
Cc1ccc(C(=O)N2CCCC(C(=O)Nc3cccc(-c4ccc(F)cc4)c3)C2)cn1 (centres undefined)	-6	.	2
COc1cccc(COC(=O)c2nnn(-c3ccc(Br)cc3)c2C)c1	4	-9	-5
COCCOc1ccc(C(F)(F)F)cc1NC(=O)c1cccs1	-1	-1	4
Cc1ccc2c(c1)C(CC(=O)NCCc1cn3nc(C)sc3n1)C(=O)N2 (centres undefined)	7	.	-1
O=C1CCCN1CC1CCN(C(=O)c2ccc(N3CC(O)C3)nc2)CC1	34	-18	-5
Cc1ccccc1-c1noc(-c2nnn(-c3ccc(Cl)cc3)c2C)n1	2	-12	-8
C=Cn1nccc1C(=O)c1ccc(Cl)cc1Cl	-9	.	1
Additional entries.
SMILES	NPYLR7 agonist	mcGAS lum	hcGAS inh
O=C(Cn1nc2c(N3CCOCC3)nccn2c1=O)NCCCc1ccccc1	2	-2	-2
COc1cccc(-c2ccc(C(=O)N3CCC(CN4CCCC4=O)CC3)cn2)c1	7	-14	-4
Cc1c(C(=O)N2CCN(C(=O)c3ccc4c(c3)OCO4)CC2)cc(-c2ccccc2)n1-c1ccccc1Cl	.	-7	-8
CC(C)c1cc(C(=O)NC2CC2)nn1-c1nc2ccccc2s1	6	-1	-1
Cc1ccc(Oc2nc(-c3ccccc3)ncc2C(=O)N2CCC3(CC2)OCCO3)cc1C	.	-5	-8
CC1=Nc2ccc(C)cc2N=C(C)C1	-3	.	-3
CC(C)OCCCNC(CC(=O)Nc1cccc2ccccc12)C(=O)O (centres undefined)	-2	-8	-4
CC(C)(C)c1cc(NC(=O)c2ccc(F)cc2F)n(-c2cccc(F)c2)n1	33	-6	-3
O=[N+]([O-])c1ccc(/C=N\Nc2nc(F)cc(F)n2)cc1	7	-4	-2

Copied from the list:
Cc1c(C(=O)N2CCN(C(=O)c3ccc4c(c3)OCO4)CC2)cc(-c2ccccc2)n1-c1ccccc1Cl @ mcGAS lum: -7
O=[N+]([O-])c1ccc(/C=N\Nc2nc(F)cc(F)n2)cc1 @ NPYLR7 agonist: 7
CC(C)(C)c1cc(NC(=O)c2ccc(F)cc2F)n(-c2cccc(F)c2)n1 @ NPYLR7 agonist: 33
CC(C)OCCCNC(CC(=O)Nc1cccc2ccccc12)C(=O)O (centres undefined) @ NPYLR7 agonist: -2
Cc1ccc(Oc2nc(-c3ccccc3)ncc2C(=O)N2CCC3(CC2)OCCO3)cc1C @ mcGAS lum: -5
COc1cccc(-c2ccc(C(=O)N3CCC(CN4CCCC4=O)CC3)cn2)c1 @ NPYLR7 agonist: 7
CC1=Nc2ccc(C)cc2N=C(C)C1 @ hcGAS inh: -3

From PubChem BioAssay
